Screening results (PubChem)
RGS8-Gao – modulates binding of RGS8 to human Galphao; multiplexed bead flow cytometry; actives lie on both sides; response (percent of control binding), % at 10 µM; hit rate 0.34% among 220,000; in the data active = response below about 60% or above about 140%; inactive = in between;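 also: Galphao activated as the GDP aluminium fluoride complex binding bead-coupled RGS8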
Bim-Mcl-1 – human Bim-Mcl-1 interaction inhibition. Bead-based flow cytometry, Bim peptide-Mcl-1 binding. hit rate 0.1% among 190,000. inhibition, % at 10 µM;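 also: 0% = no compound tracer wells and 100% = peptide blocker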
ABCB1 block – inhibitors of human ABCB1 transporter, ABCG2 counter-screen | P08183 | CCRF-Adr cells, JC-1 efflux, flow cytometry | inhibition, % at 6.6 µM | hit rate 0.067% among 190,000 | AID 1326; in the data active = inhibition above about 40%;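 also: 0% = vehicle and 100% = reference inhibitor; higher value means more JC-1 retained so stronger ABCB1 efflux block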
Bim-Bcl-2 – disrupts Bim peptide binding to human Bcl-2; P10415; Bead-based flow cytometry, Bim peptide-Bcl-2 binding; inhibition, % at 10 µM; hit rate 0.06% among 190,000; in the data active = inhibition above about 40%; inconclusive = no clear call, values can overlap the other calls;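 also: 0% = no compound wells with probe peptide and 100% = reference peptide inhibitor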
Target sequence (P10415 whole entry, looked up): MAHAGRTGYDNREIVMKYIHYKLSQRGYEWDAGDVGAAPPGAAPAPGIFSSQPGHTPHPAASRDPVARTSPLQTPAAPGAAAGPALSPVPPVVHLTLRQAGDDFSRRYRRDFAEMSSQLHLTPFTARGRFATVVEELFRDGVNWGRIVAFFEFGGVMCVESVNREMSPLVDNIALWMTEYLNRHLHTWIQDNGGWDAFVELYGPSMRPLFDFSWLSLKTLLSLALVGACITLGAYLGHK
Bim-Bcl-B – disrupts Bim peptide binding to human Bcl-B. bead-based flow cytometry. inhibition, % at 10 µM. Q9HD36. hit rate 0.073% among 190,000. AID 951;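 also: 0% = tracer peptide without compound and 100% = reference inhibitor peptide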
Target sequence (Q9HD36 whole entry, looked up): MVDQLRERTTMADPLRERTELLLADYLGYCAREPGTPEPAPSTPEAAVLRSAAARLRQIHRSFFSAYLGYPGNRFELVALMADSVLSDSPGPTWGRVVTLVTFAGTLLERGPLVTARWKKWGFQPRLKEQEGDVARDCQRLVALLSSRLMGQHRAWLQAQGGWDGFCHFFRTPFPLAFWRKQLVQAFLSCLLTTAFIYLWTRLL
Bcl-XL Bim block – disrupts Bim peptide binding to human Bcl-XL. Q07817. bead flow cytometry, fluorescence. inhibition, % at 10 µM. hit rate 0.04% among 190,000. AID 1007
Target sequence (Q07817 whole entry, looked up): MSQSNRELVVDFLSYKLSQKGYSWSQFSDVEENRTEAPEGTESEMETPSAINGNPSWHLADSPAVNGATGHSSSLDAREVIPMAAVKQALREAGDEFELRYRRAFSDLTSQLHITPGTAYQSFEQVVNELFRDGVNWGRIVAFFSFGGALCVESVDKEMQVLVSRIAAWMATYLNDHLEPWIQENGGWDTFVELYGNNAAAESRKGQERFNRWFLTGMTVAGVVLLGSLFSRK
RGS4-Gao reg – human RGS4-Galphao interaction regulation. P09471. Multiplexed bead flow cytometry, RGS4-Galphao binding; actives lie on both sides. binding response (% of control), % at 10 µM. hit rate 0.33% among 220,000. AID 1415; in the data active = binding response below about 49% or above about 150%; inactive = in between;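 also: fluorescent Galphao activated with aluminum fluoride binding bead-coupled RGS4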
RGS7-Gao reg – regulators of human RGS7-Galphao interaction; P09471; Multiplexed bead flow cytometry, RGS7-Galphao binding; actives lie on both sides; binding response (% of control), % at 10 µM; hit rate 0.35% among 220,000; AID 1439; in the data active = binding response below about 49% or above about 150%; inconclusive = no clear call, values can overlap the other calls; inactive = in between;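 also: fluorescent Galphao held in activated GDP-AlF4 state binding bead-coupled RGS7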
Bfl-1 Bim block – inhibitors of Bim-Bfl-1 interaction, human; Q16548; Bead-based flow cytometry, Bim-Bfl-1 binding inhibition; inhibition, % at 10 µM; hit rate 0.12% among 190,000; AID 1008;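 also: 0% = wells without compound plus tracer and 100% = blocker peptide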
ABCG2 inh – inhibitors of human ABCG2 transporter, ABCB1 counter-screen; inhibition, % at 6.6 µM; hit rate 0.1% among 190,000; IgMXP3 cells, JC-1 efflux, flow cytometry; Q9UNQ0;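 active = inhibition above 80%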;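 also: 0% = DMSO and 100% = nicardipine control wells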
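Test system: IgMXP3 (ABCG2) plus far-red-tagged CCRF-Adr (ABCB1) cells. Reagent: JC-1 dye as substrate. Timing: 10 min exposure at 25 °C with rotation, no wash. Measured by: flow cytometric JC-1 green MFI at 530 nm. Read-out: percent efflux inhibition, scaled nicardipine 100% to DMSO 0%. Control set: nicardipine and DMSO wells.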
Bcl-W Bim block – inhibitors of Bim-Bcl-W interaction, human; Q92843; bead-based flow cytometry, Bim peptide-Bcl-W binding; inhibition, % at 10 µM; hit rate 0.02% among 190,000;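 also: 0% = bound tracer without compound and 100% = peptide blocker; higher means less fluorescent Bim peptide bound to Bcl-W beads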
Target sequence (Q92843 whole entry, looked up): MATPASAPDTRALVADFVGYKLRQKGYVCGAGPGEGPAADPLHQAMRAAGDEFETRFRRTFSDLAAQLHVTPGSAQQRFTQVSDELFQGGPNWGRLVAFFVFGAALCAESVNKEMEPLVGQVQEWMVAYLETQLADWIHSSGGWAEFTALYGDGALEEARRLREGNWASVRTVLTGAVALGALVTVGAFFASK
Starred values were filed as active, the others as inactive; ? = inconclusive; [ ] = remark or other dose. Rule as the data show it, unless noted: active = inhibition above about 40%. Compounds as they come. Share with any hit: about 0.94%.

SMILES	RGS8-Gao	Bim-Mcl-1	ABCB1 block	Bim-Bcl-2	Bim-Bcl-B	Bcl-XL Bim block	RGS4-Gao reg	RGS7-Gao reg	Bfl-1 Bim block	ABCG2 inh	Bcl-W Bim block
Cc1ccc(NC(=O)c2cccc(Cl)c2)nc1	99	0	-0.1	-6	-7	-1	102	97	-9	0	2
COCCn1c(C)cc2c(c1=O)C(c1ccco1)C(C#N)=C(N)O2 (stereo not drawn)	95	0	1.2	-2	-2	-8	91	91	-2	7	-3
CCOC(=O)N1CCN(C(=O)CCC2CCCC2)CC1	99	0	0.2	-2	-4	-1	102	?	-5	2	0
CCOc1ccc2oc(C(=O)NC3CCN(Cc4ccccc4)CC3)c(C)c2c1	102	0	1.1	0	-3	-3	103	99	-3	3	0
Cc1nn(-c2ccccc2)c(C)c1[N+](=O)[O-]	97	-5	0.1	0	-5	-5	100	99	2	0	-5
COc1ccc(S(=O)(=O)N2CCCC(C(=O)Nc3cccnc3)C2)cc1Cl (stereo not drawn)	104	-6	1.9	-6	-7	-10	110	104	-10	16	-6
COCC(C)NC(=O)CSc1nc(-c2ccccc2)c(-c2ccccc2)o1 (stereo not drawn)	102	-3	-0.2	-5	0	0	102	102	-1	2	-3
O=C(CSc1n[nH]c(-c2ccncc2)n1)NCCc1ccccc1	100	1	0.2	2	0	0	104	103	1	1	0
CCC(CC)c1nnc(NC(=O)c2ccc([N+](=O)[O-])cc2)s1	104	-4	1.0	-3	-5	-4	102	102	-2	26	-3
COc1cc(OC)c(C#N)c(S(=O)(=O)Cc2ccccc2)c1	100	-3	0.6	0	-5	-3	94	96	3	3	-4
COc1ccc(S(=O)(=O)N2CCCCCC2)cc1C(=O)OCC(=O)NC(C)(C)C	101	-1	0.9	-2	0	-2	99	102	-4	7	-1
COC(=O)C1=C(N)Oc2cc(C)n(CC3CCCO3)c(=O)c2C1c1ccccc1 (stereo not drawn)	99	-4	1.2	-10	-12	-7	101	101	-22	5	-6
COc1ccc(S(=O)(=O)N2CCCC2C(=O)NCc2cccs2)cc1 (stereo not drawn)	96	-3	4.9	-4	2	-1	99	100	0	50	0
O=C(Nc1ccc(C(F)(F)F)cc1Cl)c1ccc(Cn2cc(Br)cn2)o1	102	-2	0.3	0	-1	-1	107	100	0	5	-3
C/C(Cn1nnc2ccccc21)=N/OC(=O)c1c(F)cccc1F	100	-2	0.9	-1	-3	-3	94	102	-3	7	-3
O=C(Nc1ccccc1N1CCCCC1)c1ccco1	101	0	0.6	2	1	1	100	100	-2	6	2
COc1cccc(NC(=O)N2CCCc3ccccc32)c1	98	-4	-0.8	0	0	1	97	94	2	13	3
N#Cc1c(SCC(=O)Nc2ccccc2)nsc1SCC(=O)Nc1ccccc1	102	-6	-1.3	-10	-12	-8	98	103	-3	-6	-6
CC(C)CCNC(=O)CCc1nnc(Cc2c[nH]c3ccccc23)o1	104	-1	0.1	1	4	1	102	106	6	5	3
CCOc1ccc(NC(=O)CC2C(=O)N(c3ccccc3)C(=O)N2Cc2ccccn2)cc1 (stereo not drawn)	144*[activator]	-4	0.6	-2	0	-3	135	125	0	1	0
COc1ccc(C(=O)N/N=C/c2ccc(OC(=O)c3ccccc3)cc2)cc1	105	-6	-0.1	-5	-6	-8	102	106	-5	1	-5
COc1ccc(CN(C(=O)c2nsc(Cl)c2Cl)C(C(=O)NC2CCCC2)c2ccc(OC)cc2)cc1 (stereo not drawn)	99	-11	4.6	-1	-2	-6	101	96	1	6	-4
Nc1c2c3c(sc2nc(=O)n1N)CCCC3	101	7	0.1	1	7	8	101	96	0	1	5
CC(=O)Nc1ccc(C(=O)Cn2c3[n+](c4c(F)c(F)ccc42)CCCCC3)cc1	99	4	0.8	0	-4	-5	99	96	-3	8	-2
COc1ccc(S(=O)(=O)N2CCCOC2CNC(=O)C(=O)NCCCn2ccnc2)cc1OC (stereo not drawn)	94	-2	0.4	-2	-2	0	94	88	-3	5	-1
O=C(O)c1ccc(CSc2nc(-c3ccccc3)cc(C(F)(F)F)n2)cc1	101	-3	-0.3	-1	-5	-6	100	101	-2	0	-6
CCCOc1ccc(/C=N/NC(=O)C(C)Sc2ccccn2)cc1OCC (stereo not drawn)	96	-3	1.4	-8	-8	-2	95	95	-11	18	-4
COc1ccccc1OCC(=O)Nc1nonc1NC(=O)COc1ccccc1OC	115	-2	0.6	-3	-3	-3	109	98	-3	3	-6
CC(=O)Nc1ccc(S(=O)(=O)N2CCCCC2C(=O)O)cc1 (stereo not drawn)	99	0	-0.1	-3	-4	0	99	?	-6	1	-3
CC(Oc1ccc(C(=O)c2ccccc2)cc1)C(=O)Nc1ccc(S(N)(=O)=O)cc1 (stereo not drawn)	102	0	0.1	-3	-2	0	96	93	0	2	0
CCc1ccc(C2CC(c3ccc(F)cc3)Nc3nc(N)nn32)cc1 (stereo not drawn)	102	3	0.2	1	-2	3	103	104	-3	4	2
COc1ccc(CNC(=O)C2CCN(S(=O)(=O)c3ccc(-c4nn[nH]n4)cc3)CC2)cc1	107	-7	0.5	0	-3	-8	108	104	-2	2	-2
CC(=O)NC(Cc1c[nH]c2ccccc12)C(=O)N/N=C/c1ccccc1 (stereo not drawn)	101	-5	-0.1	5	-7	-3	102	101	-4	3	0
O=C(CCCCCNS(=O)(=O)c1ccc(Br)cc1)NCCN1CCOCC1	105	-4	0.2	-10	-7	-6	102	100	-14	3	-5
O=C(c1ccc(N2CCCC2=O)cc1)N1CCOCC1	104	0	0.8	-1	2	4	97	102	-2	3	2
COc1ccccc1N(CC(=O)N/N=C/c1c(O)ccc2ccccc12)S(C)(=O)=O	63	-3	0.2	-2	-6	-3	69	70	0	1	-2
Cc1c(Cl)cccc1NC(CC(=O)c1ccccc1)C(=O)OCC(=O)c1cccs1 (stereo not drawn)	100	-3	0.3	-5	-9	-12	97	101	-10	5	-7
CN(Cc1ccccc1)C(=O)COC(=O)c1cc(-c2ccc(Cl)s2)nc2ccccc12	98	2	-0.1	-13	-11	-13	97	100	-10	1	1
Cc1ccc(C(=O)CSc2ncn[nH]2)cc1	108	0	0.0	0	-6	6	107	107	0	0	6
CCN1c2ccccc2-c2nc3ccccc3n2C1c1cccs1 (stereo not drawn)	118	0	1.7	0	-3	0	93	98	1	7	1
C#CCNC(=O)C1=C[C@H](c2csc3ccccc23)[C@@H](CCCO)[C@H](OCC)O1	97	0	1.2	-1	-5	-3	95	92	-5	8	-3
c1ccc(-n2nc3ccccc3n2)cc1	103	-24	0.1	-17	-33	-18	99	102	-20	1	-24
Cc1cc(C)nc(Nc2ccc(N3CCCC3)cc2)n1	97	-10	-0.3	-2	-5	0	87	88	2	28	1
COCCCN1C(=O)C(=O)/C(=C(/O)c2ccc(OC(C)C)cc2)C1c1ccncc1 (stereo not drawn)	99	-3	1.9	1	-2	-4	95	97	-2	3	-1
Cc1cccc(N(CC(=O)N2CCN(c3ccc(F)cc3)CC2)S(C)(=O)=O)c1C	100	0	1.5	-5	-3	-2	103	97	-3	3	-3

An excerpt of these results, with two lines to a compound.
Results follow in this order: RGS8-Gao, Bim-Mcl-1, ABCB1 block, Bim-Bcl-2, Bim-Bcl-B, Bcl-XL Bim block, RGS4-Gao reg, RGS7-Gao reg, Bfl-1 Bim block, ABCG2 inh, Bcl-W Bim block
- CCc1ccc(C2CC(c3ccc(F)cc3)Nc3nc(N)nn32)cc1 (stereo not drawn)
→ 102, 3, 0.2, 1, -2, 3, 103, 104, -3, 4, 2
- COc1ccc(CNC(=O)C2CCN(S(=O)(=O)c3ccc(-c4nn[nH]n4)cc3)CC2)cc1
→ 107, -7, 0.5, 0, -3, -8, 108, 104, -2, 2, -2
- CC(=O)NC(Cc1c[nH]c2ccccc12)C(=O)N/N=C/c1ccccc1 (stereo not drawn)
→ 101, -5, -0.1, 5, -7, -3, 102, 101, -4, 3, 0
- O=C(CCCCCNS(=O)(=O)c1ccc(Br)cc1)NCCN1CCOCC1
→ 105, -4, 0.2, -10, -7, -6, 102, 100, -14, 3, -5
- O=C(c1ccc(N2CCCC2=O)cc1)N1CCOCC1
→ 104, 0, 0.8, -1, 2, 4, 97, 102, -2, 3, 2
- COc1ccccc1N(CC(=O)N/N=C/c1c(O)ccc2ccccc12)S(C)(=O)=O
→ 63, -3, 0.2, -2, -6, -3, 69, 70, 0, 1, -2
- Cc1c(Cl)cccc1NC(CC(=O)c1ccccc1)C(=O)OCC(=O)c1cccs1 (stereo not drawn)
→ 100, -3, 0.3, -5, -9, -12, 97, 101, -10, 5, -7
- CN(Cc1ccccc1)C(=O)COC(=O)c1cc(-c2ccc(Cl)s2)nc2ccccc12
→ 98, 2, -0.1, -13, -11, -13, 97, 100, -10, 1, 1

Next section.
SMILES	RGS8-Gao	Bim-Mcl-1	ABCB1 block	Bim-Bcl-2	Bim-Bcl-B	Bcl-XL Bim block	RGS4-Gao reg	RGS7-Gao reg	Bfl-1 Bim block	ABCG2 inh	Bcl-W Bim block
COc1ccc(Cl)cc1C(=O)NNC(=S)NC(=O)/C=C/c1ccco1	105	0	-1.1	1	-7	-2	104	105	0	-2	-2
COCc1nnc(NC(=O)c2ccccc2[N+](=O)[O-])s1	99	-7	-0.6	-5	-19	-10	104	117	-3	-3	-2
Cc1cc(NC(=O)c2cccs2)ccc1NC(=O)Cc1ccccc1	98	-2	0.9	-4	0	0	99	98	-5	2	-3
Cc1cc(C)n(-c2ccn(Cc3ccc(Cl)cc3Cl)c(=O)n2)n1	103	-4	0.8	6	0	-4	101	103	12	1	-6
COc1ccc(C(=O)/C=C/Nc2ccc([N+](=O)[O-])cc2C)c(OC)c1	96	33	-0.1	4	1	4	105	104	4	-1	2
N#CC1(P(=O)(c2ccccc2)c2ccccc2)CC1	99	0	0.0	-7	-3	0	101	104	-12	-2	0
Cc1onc(-c2c(F)cccc2Cl)c1C(=O)Nc1nnc(-c2ccccc2)s1	104	0	-1.7	-5	-6	-5	100	102	-12	-8	0
